AmpC inh detg: blocks E. coli AmpC beta-lactamase in detergent assay; P00811; AmpC hydrolysis of nitrocefin, absorbance 480 nm, 0.01% Triton; Potency, µM (titrated, usually from 114 µM), without a hit: at the top dose activity change, negative = inhibition, actives largely listed as inhibitors; hit rate 0.041% among 370,000; AID 485294;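 note: potency is the fitted concentration of half-maximal effect; 0% = no-compound wells and -100% = no-enzyme wells; nearly all actives have a fitted effect of over 25% in size; some results filed as inactive show a strong effect at the top dose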
Target sequence (P00811 whole entry, looked up): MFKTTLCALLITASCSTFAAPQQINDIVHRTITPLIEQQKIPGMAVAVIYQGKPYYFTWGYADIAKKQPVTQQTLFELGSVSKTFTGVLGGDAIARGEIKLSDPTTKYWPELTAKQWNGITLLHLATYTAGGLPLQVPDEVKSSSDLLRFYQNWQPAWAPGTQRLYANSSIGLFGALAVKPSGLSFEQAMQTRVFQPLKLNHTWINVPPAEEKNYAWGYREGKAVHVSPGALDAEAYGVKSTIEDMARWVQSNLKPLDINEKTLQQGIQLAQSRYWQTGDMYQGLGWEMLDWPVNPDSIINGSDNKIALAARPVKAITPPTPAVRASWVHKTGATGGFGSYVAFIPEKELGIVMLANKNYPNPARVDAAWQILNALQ
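AmpC (5.3 nM in the dispensed reagent) in 20 mM phosphate pH 7.0 with 0.01% (detergent screen) or 0.0001% Triton X-100 was preincubated with compounds for 15 min at room temperature. Nitrocefin was then added from an 800 uM solution, and hydrolysis was followed at 480 nm.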
Giardia FBPA inh: inhibitors of Giardia lamblia fructose-1,6-bisphosphate aldolase. purified Giardia FBPA. Potency, µM (titrated, usually from 59.6 µM), inactives show at the highest dose activity, negative = inhibition, hits mostly inhibitors. hit rate 0.71% among 290,000. AID 2451; note: potency is the fitted concentration of half-maximal effect; nearly all actives have a fitted effect of over 55% in size
Target sequence (A8B2U2 whole entry, looked up): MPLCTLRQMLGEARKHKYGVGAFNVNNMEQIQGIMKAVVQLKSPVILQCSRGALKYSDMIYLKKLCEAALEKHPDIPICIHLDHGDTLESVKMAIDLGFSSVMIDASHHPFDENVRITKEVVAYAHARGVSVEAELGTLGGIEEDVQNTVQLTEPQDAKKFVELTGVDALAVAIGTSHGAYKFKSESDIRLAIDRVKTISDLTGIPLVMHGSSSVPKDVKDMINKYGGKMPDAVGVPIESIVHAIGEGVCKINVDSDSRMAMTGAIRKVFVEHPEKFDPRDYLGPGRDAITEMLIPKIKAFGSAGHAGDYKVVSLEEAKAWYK
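Giardia FBPA (40 nM reagent) was preincubated 10 min at RT with compound (up to 57.5 uM final), then substrate plus GAPDH/TPI/NAD/arsenate coupling system with diaphorase/resazurin was added; resorufin fluorescence (525/598 nm) was read after 20 min.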
HCMV antiviral: human cytomegalovirus inhibition. HFF cells, HCMV-luciferase reporter, 72 h; active compounds read low. activity change, negative = inhibition, % at 57.5 µM. hit rate 4.5% among 410,000. AID 1259415; in the data active = activity change below about -60%; inconclusive = no clear call, values can overlap the other calls; inactive = above about -39%
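Luciferase read-out from HCMV-luciferase-infected HFFs (MOI 1 PFU/cell) 72 h post infection at 37C; compounds added after 16 h cell attachment; activity normalized between buffer-only basal and Salinomycin (10uM) inhibitor controls.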
AmpC no deterg: blocks E. coli AmpC beta-lactamase in detergent-free assay | P00811 | AmpC nitrocefin hydrolysis, absorbance 480 nm, 0.0001% Triton | Potency, µM (series often up to 57.1 µM), without a hit: at the highest dose activity change, negative = inhibition, usual class: inhibitors | hit rate 0.52% among 330,000;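 note: potency is the fitted concentration of half-maximal effect; plate controls were no compound for no effect and no enzyme for full effect; nearly all actives have a fitted effect of over 20% in size; some results filed as inactive show a strong effect at the top dose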
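20 mM phosphate pH 7.0 + 0.01% (detergent screen) or 0.0001% Triton X-100; 5.3 nM AmpC reagent; cpd preinc 15 min RT; nitrocefin (800 uM stock) to start; A480 q20 s × 4 min; Activity was normalised to no-enzyme and no-compound control wells.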
HCV inh: inhibitors of hepatitis C virus infection; Potency, µM (highest dose often 41.8 µM), for the others: at the top dose activity change, negative = inhibition, hits mostly inhibitors; Huh7.5.1 HCVcc-Cre infection, luciferase reporter, 44 h; hit rate 3.4% among 340,000; note: potency is the fitted concentration of half-maximal effect
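Luciferase read-out (15 sec integration) after a 15 min room-temperature substrate step quantifies HCVcc-Cre infection. Cells, 1,000 per well, had compound added 4 h post-plating, then virus at ~0.5 moi, and were cultured 44 h.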
Sm TGR block: blocks Schistosoma mansoni thioredoxin glutathione reductase. purified TGR, DTNB reduction, TNB absorbance 405 nm. Potency, µM (titrated, usually from 114 µM), without a hit: top-dose activity change, negative = inhibition, most hits filed as inhibitors. hit rate 3% among 360,000; note: potency is the fitted concentration of half-maximal effect; nearly all actives have a fitted effect of over 60% in size
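Kinetic colorimetric format: TGR-catalysed, NADPH-driven DTNB reduction monitored via TNB absorbance. Enzyme dispensed at 20 nM; compound exposure 15 min at room temperature before reaction start.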
Starred values were filed as active, the others as inactive; ? = inconclusive; . = not tested or not shown; & = joins results of further samples; [ ] = remark or other dose. Unless noted, calls come from the whole dose curve; as a rule, active = well fitted curve in the direction sought with a large enough effect; inconclusive = small, poorly fitted or top-dose-only effect, or another doubt; inactive = no such curve, though single readings can be large; an effect the other way counts as inactive or inconclusive. Unless noted, % is set by controls: 0 for no effect and ±100 for the full control effect. Not a hit list. Share with any hit: about 9.9%.

SMILES	AmpC inh detg	Giardia FBPA inh	HCMV antiviral	AmpC no deterg	HCV inh	Sm TGR block
Cc1cccc([N+](=O)[O-])c1NC(=O)CSc1nnc2ccccn12	1%	.	26	-10%	20%	-3%
Cc1ccc(CN2CCC(n3nccc3NC(=O)C3CCOC3)CC2)cc1C (configuration not stated)	6%	.	142	297%	0%	-14%
Cc1ccccc1NC(=S)NC1CCCC1	-11%	-14%	-23	-11%	-29%	-4%
O=C(CSc1ncccn1)Nc1ccc(N2CCOCC2)cc1	-12%	3%	-33	-3%	16%	0%
CCN(C[C@H]1N[C@@](CC)(C(=O)OC)[C@H]2C(=O)N(Cc3ccccc3)C(=O)[C@@H]12)S(=O)(=O)c1ccc(F)cc1	.	.	9	72%[activator]	10%	.
CCCCN1CC(c2nc3ccccc3n2CCCCOc2c(C)cccc2C)CC1=O (configuration not stated)	25%	.	-18	.	.	8%
Cc1ccc2c(c1)C1CC(C)(O2)N(c2cccc(C(=O)NC3CCN(Cc4ccccc4)CC3)c2)C(=O)N1 (configuration not stated)	?	3%	-30	132%[activator]	?	-30%
O=C(OCc1cccc(F)c1)c1ccc2c(=O)n3c(nc2c1)CCC3	2%	1%	0	108%[activator]	?	4%
O=C(NC(=O)N1CCCCCC1)c1ccccc1	2%	.	8	-13%	6%	-1%
Cc1cc(C)n(-c2nnc(N3CCN(c4ccc(F)cc4)CC3)nn2)n1	7%	-26%	20	-17%	-11%	3%
COc1ccc(NC(=O)CSc2nc(C)cs2)c([N+](=O)[O-])c1	.	.	-6	-28%	-7%	.
COc1ccc(CCC(=O)NCc2ccccc2Cl)cc1OC	2%	0%	9	-16%	-9%	7%
O=C1CCSc2ccc(Cl)cc2N1Cc1ccccc1	?	1%	11	-17%	20%	20%
Cc1nc2ccccc2c2oc(C(=O)N3CCC(N4CCCCC4)CC3)cc12	?	7%	.	-2%	-17%	-9%
CCn1cc(CNc2nc3nonc3nc2N2CCCCC2)cn1	9%	1%	-37	-23%	-28%	1%
COc1ccc(/C=C/C(=O)c2ccc(Cl)s2)cc1O	?	-17%	15	-17%	-5%	-6%
Cc1ccc(NC(=O)CCCCCNS(=O)(=O)c2ccc(C)cc2)cc1	-7%	-2%	-8	-20%	?	3%
CCOC(=O)c1c(NC(=O)Cn2cnc([N+](=O)[O-])n2)sc(C)c1C	0%	?	12	-20%	-28%	0%
CC(=Nc1cc(C(=O)c2ccccc2)ccc1N)C1=C(O)CC(C)(C)CC1=O	1%	?	-10	-33%	-3%	1%
Cc1ccc(CC(=O)N2CCN(C)CC2)cc1	1%	2%	20	-6%	21%	-25%
O=C(NC1CC2CCCC(C1)N2C(=O)NCc1ccccc1)C1CC1 (configuration not stated)	?	0%	34	-8%	1%	0%
O=[N+]([O-])c1ccc2nc(C3CCCCC3)[nH]c2c1	?	-11%	26	-21%	?	6%
Cc1cc2c(c(=O)n1CCN(C)C)C(c1ccccc1Br)C(C#N)=C(N)O2 (configuration not stated)	-18%	0%	3	1%	-16%	-10%
COc1cc(/C=C/C(=O)OCC(=O)NCCc2ccccc2)cc(OC)c1OC	6%	4%	-4	32%	-23%	2%
O=C1C(=Cc2ccco2)C(=O)c2ccccc21	?	-7%	-22	-29%	1%	-33%
CCC(C)NC(=O)CNS(=O)(=O)c1ccc(C)cc1 (configuration not stated)	4%	12%	29	-15%	11%	3%
CCn1cc(C(=O)O)c(=O)c2cc(F)c(N3CCN(C(=O)Nc4ccccc4)CC3)cc21	0%	8%	-84*	-39%	-23%	-1%
O=C(NCCc1ccc(Cl)cc1)C1CCN(S(=O)(=O)N2CCCC2)CC1	-3%	.	-21	25%	-24%	8%
COc1ccccc1C(=O)NNC(=O)C(=O)N1CCCCC1	-11%	.	40	-8%	21%	-1%
CCCCc1nnc(NC(=O)C=C(C)C)s1	4%	0%	56	-9%	-5%	0%

Ordered by molecular weight (largest number first): some entries from above
SMILES	AmpC inh detg	Giardia FBPA inh	HCMV antiviral	AmpC no deterg	HCV inh	Sm TGR block
CCn1cc(C(=O)O)c(=O)c2cc(F)c(N3CCN(C(=O)Nc4ccccc4)CC3)cc21	0%	8%	-84*	-39%	-23%	-1%
O=C(NCCc1ccc(Cl)cc1)C1CCN(S(=O)(=O)N2CCCC2)CC1	-3%	.	-21	25%	-24%	8%
COc1cc(/C=C/C(=O)OCC(=O)NCCc2ccccc2)cc(OC)c1OC	6%	4%	-4	32%	-23%	2%
Cc1nc2ccccc2c2oc(C(=O)N3CCC(N4CCCCC4)CC3)cc12	?	7%	.	-2%	-17%	-9%
CC(=Nc1cc(C(=O)c2ccccc2)ccc1N)C1=C(O)CC(C)(C)CC1=O	1%	?	-10	-33%	-3%	1%
Cc1ccc(NC(=O)CCCCCNS(=O)(=O)c2ccc(C)cc2)cc1	-7%	-2%	-8	-20%	?	3%
CCOC(=O)c1c(NC(=O)Cn2cnc([N+](=O)[O-])n2)sc(C)c1C	0%	?	12	-20%	-28%	0%
CCn1cc(CNc2nc3nonc3nc2N2CCCCC2)cn1	9%	1%	-37	-23%	-28%	1%
COc1ccccc1C(=O)NNC(=O)C(=O)N1CCCCC1	-11%	.	40	-8%	21%	-1%
O=C1CCSc2ccc(Cl)cc2N1Cc1ccccc1	?	1%	11	-17%	20%	20%
COc1ccc(/C=C/C(=O)c2ccc(Cl)s2)cc1O	?	-17%	15	-17%	-5%	-6%
CCC(C)NC(=O)CNS(=O)(=O)c1ccc(C)cc1 (configuration not stated)	4%	12%	29	-15%	11%	3%
CCCCc1nnc(NC(=O)C=C(C)C)s1	4%	0%	56	-9%	-5%	0%
Cc1ccc(CC(=O)N2CCN(C)CC2)cc1	1%	2%	20	-6%	21%	-25%
O=C1C(=Cc2ccco2)C(=O)c2ccccc21	?	-7%	-22	-29%	1%	-33%

Next part
SMILES	AmpC inh detg	Giardia FBPA inh	HCMV antiviral	AmpC no deterg	HCV inh	Sm TGR block
Cc1cc(O)c(/C=N/OCc2ccc(Cl)cc2Cl)c(=O)o1	?	-10%	-19	-18%	18%	10%
COc1cccc(NC(=O)c2nn(C34CC5CC(CC(C5)C3)C4)cc2[N+](=O)[O-])c1	2%	-2%	-71*	-20%	32µM*	10%
COCCCNC(=O)c1cccn2c(=O)c3cc4ccccc4cc3nc12	?	?	-81*	1%	-26%	0%
COc1ccc(C2=Nn3c([n+](C)c4ccccc43)SC2)cc1	1%	-10%	-81*	-1%	2.2µM*	12%
COc1ccc2nc(NC(=O)C3CCCN3S(=O)(=O)c3ccc(C)cc3)sc2c1 (configuration not stated)	-12%	-4%	-35	-21%	?	-6%
CSCCC(NS(=O)(=O)c1cc(C(=O)O)ccc1Cl)C(=O)O (configuration not stated)	-9%	4%	-12	-22%	8%	3%
COc1cccc(OCC(=O)NC2CCCCC2)c1	0%	2%	18	-6%	1%	5%
COC(=O)CCC(=O)OC1(C)C(=O)C=C2C=C(C3CC3)N(C3CC3)C=C2C1=O (configuration not stated)	2%	?	6	14%	19%	-2%
CC(C)(C)OC(=O)N1CCCN(C(=O)Nc2ccc(C(F)(F)F)cc2)CC1	0%	-6%	8	55%	-2%	11%
CC(=O)C1=C(c2ccc(Cl)c(Cl)c2)N(C(C)=O)n2c(nnc2-c2ccccc2)S1	-2%	.	-33	.	.	9%
CCOc1ccc2oc(C(=O)OCC(=O)NC(=O)NC)c(C)c2c1	0%	0%	-21	-28%	1%	-9%
COc1ccccc1N1CCN(S(=O)(=O)c2c(C)sc3ncn(CC(=O)N(C)c4ccc(C(C)C)cc4)c(=O)c23)CC1	4%	.	-7	.	.	5%
O=C(O)c1ccc(SCc2cnc(Cl)s2)cc1	?	27%	-17	-12%	11%	-3%
CCCNC(=O)Cn1nc(-c2ccc(C)c(C)c2)c2cnc3ccc(F)cc3c21	19%	.	84	.	.	3%
O=C(CN(C(=O)CCC(=O)Nc1nccs1)c1ccc(F)cc1)NCc1ccc(F)cc1	-1%	.	-32	-8%	-28%	9%
Cc1ccccc1NC(=S)NC1(C)CCS(=O)(=O)C1 (configuration not stated)	1%	2%	45	-26%	10%	-6%
CC(=O)c1ccc(NC(=S)N2CCCC2)cc1	2%	-12%	28	1%	10%	9%
COc1ccc(S(=O)(=O)Nc2cccc(-n3cnnn3)c2)cc1OC	-6%	-1%	-32	-29%	-6%	-6%
CC1CCCN1CC#CC(O)(c1ccccc1)c1ccccc1 (configuration not stated)	-4%	-7%	-4	13%	14%	0%
Cc1ccc(/C(O)=C/c2nc3ccccc3oc2=O)cc1	-3%	-18%	22	52%	-16%	0%
CCOCC(=O)Nc1cc(C(=O)Nc2cccc(C)c2C)ccc1Cl	-10%	5%	-23	-23%	-9%	3%
Cc1cccc(NS(=O)(=O)c2ccc(C)c(C(=O)NCc3ccncc3)c2)c1	-7%	.	-33	-20%	-27%	-3%
COC(=O)CNC(c1ccccc1Cl)c1cc(Br)ccc1NC(=O)CCN1CCOCC1 (configuration not stated)	-2%	6%	-21	125%[activator]	?	25µM*
CC1(C)NC(=O)N(CC(O)Cn2c3ccccc3c3ccccc32)C1=O (configuration not stated)	2%	-6%	-40	59%	6%	61%[activator][57.1 µM]
Cc1cc(C)cc(NC(=O)CCCn2nc(C)c3c(C)n(-c4ccccc4)nc3c2=O)c1	1%&-1%	11%	-25&0	-13%	10%	3%&-11%
COC(=O)c1sc(-c2ccccc2)cc1NC(=O)C1CC1	-5%	9%	-4	-12%	?	-1%
O=C(O)c1ccc(C2SCC(=O)N2Cc2ccco2)cc1 (configuration not stated)	-7%	-2%	-25	-1%	14%	14%
O=C(CCc1nnc(COc2ccccc2)o1)NCc1ccc(Cl)s1	6%	1%	-18	39%	-18%	0%
CCOc1ccc(NC(=O)CN(C)C(=O)c2ccc3c(c2)C(=O)N(CCC(C)C)C3=O)cc1OCC	-1%	12%	9	21%	.	-1%
Cc1ccc(C)c(NC(=O)N2CCC(CN3CCOCC3)CC2)c1	?	.	90	.	.	-5%
Cc1c(C(c2ccc(F)cc2)c2c(C)n(C)n(-c3ccccc3)c2=O)c(=O)n(-c2ccccc2)n1C	-1%	?	19	23%	3%	?
COc1ccc(NC(=O)C2CCN(C(=O)Nc3ccccc3)CC2)cc1S(=O)(=O)N(C)C	1%	.	0	40%	?	0%
O=C(NC1CCCC1)C(c1cccs1)N(CC1CCCO1)C(=O)Cc1cccs1 (configuration not stated)	?	4%	-36	-8%	-5%	-15%
Cc1ccc(C)c(NC(=O)CN(C)C(=O)c2ccc(S(=O)(=O)N(C)c3ccccc3)cc2)c1	0%	.	-10	96%[activator]	-19%	1%

Screens as filed in PubChem.
